Assay outcomes as filed in PubChem BioAssay.
FUS yeast rescue – suppressors of FUS proteinopathy in yeast. S. cerevisiae FUS-expressing, growth rescue, OD600, 24 h. Potency, µM (top dose mostly 76.6 µM), inactives show top-dose growth rescue (activation), hits mostly activators. 390,000 compounds, 0.24% hits. AID 1347120;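 further: plate controls were DMSO vehicle for no effect and reference control for full effect; nearly all actives have a fitted effect of over 55% in size; some results filed as inactive show a strong effect at the top dose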
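Yeast expressing FUS under galactose induction, OD 0.005 in 2% galactose medium; compounds in a dilution series, 24 h at 30C. Growth rescue by absorbance at 600 nm; CP55940 positive control, DMSO negative.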
Abeta yeast res – restores growth of yeast expressing A-beta42 peptide; 410,000 compounds, 0.063% hits; yeast expressing A-beta42, growth rescue, OD600, 48 h; response scale: 0% DMSO, 100% iron-clioquinol control; Potency, µM (highest dose often 46.1 µM), without a hit: top-dose growth rescue, most hits filed as activators; further: nearly all actives have a fitted effect of over 55% in size
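Yeast A-beta toxicity model in growth medium with pinned compounds, 48 h at 30 C; growth read as absorbance at 600 nm. Normalized to FeCl3/clioquinol equimolar mix (positive) and DMSO (negative).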
* hit, by the source's call; ? = inconclusive; [ ] = remark or other dose. The call rests on the fitted dose curve; in most records, active means well fitted activation curve with a large enough effect; inconclusive means small, poorly fitted or top-dose-only effect; inactive means no such curve, though single readings can be large or run the other way. Potency means the concentration at half of the fitted maximal effect. An excerpt. The share of hits here may be higher or lower than overall.

SMILES	FUS yeast rescue	Abeta yeast res
O=C(Cn1c(=O)oc2cc(S(=O)(=O)NCc3ccccc3)ccc21)Nc1ccc(F)c(Cl)c1	22%	2%
CC(C)(C)OC(=O)N1CCC(c2c(C(=O)N3CCN(c4ncccn4)CC3)cnn2-c2ccccc2)CC1	0%	-11%
O=C(Nc1nnc(S(=O)(=O)N2CCCc3ccccc32)s1)c1ccccc1Cl	20%	4%
CC(=O)N1CCc2cc(S(=O)(=O)NC(CC(C)C)C(=O)NCCc3ccc(C)cc3)ccc21 (centres undefined)	13%	12%
Cc1ccc(NC(=O)c2cn3c4c(ccc(Cl)c4c2=O)OC(C)C3)c(C)c1 (centres undefined)	-15%	-6%
CC1=C(C(=O)Nc2cc(Cl)ccc2C)C(c2cccs2)n2ncnc2N1 (centres undefined)	3%	-19%
COC(=O)CNC(=O)N1CCN(S(=O)(=O)c2ccc3c(ccn3C)c2)CC1	-8%	-16%
Cc1c(C(=O)N(C)C)sc2c1c(=O)n(-c1ccc(Cl)c(Cl)c1)c(=O)n2CC(=O)Nc1cccc(C(F)(F)F)c1	5%	-7%
COc1cc(OC)c(NC(=O)CC(c2cccs2)N2Cc3ccccc3C2=O)cc1Cl (centres undefined)	?	-15%
Clc1ccc(NCc2nc3ccccc3n2CCOc2ccccc2)cc1	-13%	6%
Cc1ccccc1C(=O)NCC(c1ccc(N(C)C)cc1)N1CCCC1 (centres undefined)	-16%	10%
O=C(CSCc1ccc(F)cc1)N1CCc2c([nH]c3ccccc23)C1c1ccccc1 (centres undefined)	19%	-2%
COc1cccc(CNc2nc3c(-c4ccccc4)nnn3c3ccccc23)c1	-21%	-3%
CCc1ccccc1NC(=O)c1cc(S(=O)(=O)N(CC)c2ccccc2)ccc1F	31%	?
COc1ccc(OC)c(NC(=O)N2CC3CCCN3c3ccccc32)c1 (centres undefined)	38%	15%
Cc1ccc(-n2c(SCc3ccccc3F)nc3[nH]ncc3c2=O)cc1C	?	24%
Cc1ccc(-c2nc(CCNC(=O)C(=O)Nc3ccc(C)c(C)c3)cs2)cc1	-3%	-10%
Cc1ccc(-n2nc(C(=O)N3CCN(c4ccccc4F)CC3)c(=O)n(C)c2=O)cc1	17%	-4%
CC1Cn2cc(C(=O)Nc3cccc(C(F)(F)F)c3)c(=O)c3c(Cl)ccc(c32)O1 (centres undefined)	5%	-10%
O=C1C(=O)N(C2CCN(C(=O)c3ccc(F)cc3)CC2)CCN1Cc1ccc(F)cc1	-6%	-10%

Ordered by count of non-hydrogen atoms (highest first): part of the list above.
SMILES	FUS yeast rescue	Abeta yeast res
O=C1C(=O)N(C2CCN(C(=O)c3ccc(F)cc3)CC2)CCN1Cc1ccc(F)cc1	-6%	-10%
COc1cccc(CNc2nc3c(-c4ccccc4)nnn3c3ccccc23)c1	-21%	-3%
Cc1ccc(-c2nc(CCNC(=O)C(=O)Nc3ccc(C)c(C)c3)cs2)cc1	-3%	-10%

(list continues)
SMILES	FUS yeast rescue	Abeta yeast res
COc1ccc(NCc2cc3cc4c(cc3n(CC(=O)Nc3cc(C)cc(C)c3)c2=O)OCO4)cc1	-8%	-3%
CCOc1cc(C(=O)OCc2cc(=O)n3nc(CC)sc3n2)cc(OCC)c1OCC	28%	-22%
Cc1cccc(N2C(=O)C(CC(=O)Nc3ccc(Cl)cc3)N(Cc3ccco3)C2=O)c1 (centres undefined)	?	17%
CCOC(=O)c1cc(-c2ccccc2)n(CC(=O)Nc2ccc(OC)cc2OC)c1C	-7%	-8%
O=C(CC1N=C2c3ccccc3N=C(SCc3ccccc3F)N2C1=O)NCc1ccc2c(c1)OCO2 (centres undefined)	?	-3%
CCOC(=O)C1CCCN(C(=O)c2c(C)nn(-c3ccc(F)cc3)c2-n2cccc2)C1 (centres undefined)	7%	-7%
CCOc1ccc(S(=O)(=O)NCCc2csc3nc(-c4ccc(F)cc4)nn23)cc1	-1%	-7%
O=C(Nc1sc2c(c1C(=O)NCC1CCCO1)CCC2)c1cc(=O)c2ccccc2o1 (centres undefined)	-11%	-2%
CCCC(=O)Nc1cccc(-c2nc3ncccc3o2)c1	-7%	-9%
Cc1ccc2scc(N3CCCCC3)c(=O)c2c1	10%	6%

Random excerpt: two entries already listed.
SMILES	FUS yeast rescue	Abeta yeast res
Cc1ccc2scc(N3CCCCC3)c(=O)c2c1	10%	6%
Cc1cccc(N2C(=O)C(CC(=O)Nc3ccc(Cl)cc3)N(Cc3ccco3)C2=O)c1 (centres undefined)	?	17%

Next structures.
SMILES	FUS yeast rescue	Abeta yeast res
O=C(NCCC1=CCCCC1)c1ccc2c(c1)N(Cc1ccccc1F)C(=O)c1ccccc1S2(=O)=O	?	-13%
O=C(Cn1cc(SCc2cccc(Cl)c2)c2ccccc21)N1CCCCCC1	31%	-8%
CCOC(=O)c1nc(Nc2ccc(Cl)cc2)c2c(C)noc2n1	-15%	2%
COc1ccccc1NC(=O)CCn1cnc2onc(-c3ccc(F)cc3)c2c1=O	?	4%
Cc1nc2nc(SCC(=O)N(C)Cc3ccccc3)nn2c(C)c1Cc1ccccc1Cl	?	-5%
Cc1ccc(NC(=O)CCCn2c(=O)c3cccn3c3ccccc32)cc1C	6%	0%
COc1ccc(N2CCN(c3oc(/C=C/c4cccc(OC)c4)nc3C#N)CC2)cc1	-11%	-2%
COc1ccccc1NC(=O)CSc1nnc(NC(=O)NC2CCCCC2)s1	-14%	1%
CCS(=O)(=O)c1ncc(N(Cc2ccco2)Cc2sccc2C)c(C(=O)Nc2cc(C)ccc2C)n1	-5%	-3%
CCOc1ccccc1CNC(=O)CN1C(=O)c2cccnc2Oc2ccc(C)cc21	42%	-21%
O=C(Nc1ccc2oc(-c3cccnc3)nc2c1)c1ccc(-c2ccccc2)o1	9%	-6%
O=C(NCCc1ccc(Cl)cc1)c1nnc(Cc2ccc(F)cc2)o1	-24%	-6%
COc1cc2cc(CNc3ccc(C)cc3)c(=O)n(CC(=O)Nc3ccc(F)cc3F)c2cc1OC	24%	-2%
COc1ccc(CNC(=O)c2ccc(CN3C(=O)C(C)=C(c4ccc(C)cc4)S3(=O)=O)cc2)cc1	?	-10%
CCc1cc2c(-c3ccccc3)cc(=O)oc2c2c1OCN(Cc1ccc(F)cc1)C2	35%	-17%
CCN(c1ccccc1)S(=O)(=O)c1ccc(NC(=O)c2cc(=O)c3cc(C)ccc3o2)cc1	13%	-7%
Cc1ccc(CNC(=O)c2cc(-c3ccc(C)cc3)nc3n[nH]c(-c4cccc([N+](=O)[O-])c4)c23)cc1	-15%	-11%
CC(=O)Nc1ccc(S(=O)(=O)NCC2CCC(C(=O)NCCN(CC(C)C)CC(C)C)CC2)cc1 (centres undefined)	-5%	9%
CCOc1ccc(NC(=O)CSc2nnc(-c3ccncc3)n2-c2ccccc2)cc1	-18%	-4%
COc1cccc(N2CCN(C(=O)c3ccc(CS(=O)c4cccc(Cl)c4)o3)CC2)c1 (centres undefined)	21%	6%
COc1ccc(CNc2cc(-c3ccc(OC)cc3)nc3nncn23)cc1	27%	-10%
COCC(=O)Nc1cccc(-c2nc3cccnc3s2)c1	8%	-12%
O=C(NCc1ccc(Cl)cc1)c1ccc2c(c1)NC(=O)C(CS(=O)(=O)Cc1ccccc1Cl)N2 (centres undefined)	-28%	1%
COc1cccc(N2CC(NC(=O)c3cccs3)CC2=O)c1 (centres undefined)	-7%	-12%
Cc1ccc2c(C)c(C(=O)N(Cc3ccc(N(C)C)cc3)Cc3ccco3)oc2c1C	24%	-71%[inhibitor]
COc1ccc(NC(=O)Cc2noc3ccc(C)cc23)cc1Cl	-1%	-3%
COc1ccc(-c2noc(CSc3nnc(-c4ccncc4)n3-c3ccc(C)cc3)n2)cc1OC	9%	-14%
COc1ccc(NC(=O)CCCN2C(=O)CCn3nc(-c4cn(C)c5ccccc45)cc32)cc1OC	26%	-7%
COc1cc(NC(=O)c2cccc3c2C(=O)N(C2CCCCC2)C3)cc(OC)c1	-39%	-2%
O=C1CC(c2nc3ccccc3n2Cc2c(F)cccc2Cl)CN1c1cccc(C(F)(F)F)c1 (centres undefined)	-5%	14%

Quoted from the listing:
`Cc1ccc2c(C)c(C(=O)N(Cc3ccc(N(C)C)cc3)Cc3ccco3)oc2c1C` in FUS yeast rescue is listed with 24%
`COc1ccc(CNc2cc(-c3ccc(OC)cc3)nc3nncn23)cc1` in FUS yeast rescue is listed with 27%
`COc1cccc(N2CC(NC(=O)c3cccs3)CC2=O)c1` (centres undefined) in Abeta yeast res is listed with -12%
`COc1cc(NC(=O)c2cccc3c2C(=O)N(C2CCCCC2)C3)cc(OC)c1` in FUS yeast rescue is listed with -39%
`O=C1CC(c2nc3ccccc3n2Cc2c(F)cccc2Cl)CN1c1cccc(C(F)(F)F)c1` (centres undefined) in FUS yeast rescue is listed with -5%
`COc1ccc(NC(=O)CCCN2C(=O)CCn3nc(-c4cn(C)c5ccccc45)cc32)cc1OC` in Abeta yeast res is listed with -7%

(list continues)
SMILES	FUS yeast rescue	Abeta yeast res
Cc1nnc(NC(=O)CSc2nnc3c(n2)[nH]c2ccccc23)s1	-7%	-2%
CC(CNC(=O)c1ccc2nc(CCc3ccccc3)oc2c1)c1ccccc1 (centres undefined)	-21%	-12%
CC(C)c1ccc(OC(=O)c2cc(-c3ccccc3)on2)cc1	-5%	-12%
CNC(=O)C1CCN(Cc2cc3ccccc3n2Cc2cccc(C)c2)CC1	-15%	6%
COc1ccc(S(=O)(=O)n2nc(C)c(S(=O)(=O)N3CCCCCC3)c2C)cc1	16%	-3%
COc1ccc(CCNC(=O)CSc2nnc(-c3ccc(C)cc3)c(-c3ccc(C)cc3)n2)cc1OC	?	-7%
Cn1c(SCc2ccc(F)cc2)nc2ccc(C(=O)NCc3ccccc3)cc21	-24%	-12%
Cc1ccc(Nc2nc(Nc3ccc(C)c(C)c3)nc(N3CCOCC3)n2)cc1C	2%	-13%
O=C(CSCc1cnn(-c2ccccc2)c1-n1cccc1)NCc1ccccc1Br	29%	4%
COC(=O)c1sccc1S(=O)(=O)N(CC(=O)Nc1ccccc1C)c1ccc(Cl)cc1	32µM*	-16%
CCN(Cc1ccccc1)C(=O)Cn1c(=O)oc2cc(S(=O)(=O)N3CCCCCC3)ccc21	43%	-2%
Cc1nc2nc(SCC(=O)NCCc3ccc(Cl)cc3)nn2c(C)c1Cc1ccccc1Cl	?	-7%
Cc1ccccc1OCCSc1nc(C)c(Cc2ccccc2)c(=O)[nH]1	-4%	12%
CCCCNc1nc2c(S(=O)(=O)c3ccc(Cl)cc3)nnn2c2ccsc12	-2%	-10%
Cc1ccc(CN(C(=O)COc2cccc(Cl)c2)c2ccccn2)o1	12%	-18%
COc1cc(CNC(=O)c2cc(-c3ccccc3)n[nH]2)cc(OC)c1OC	17%	20%
CCOc1ccc2nc(N3CCCC(C(=O)Nc4cc(Cl)c(OC)cc4OC)C3)sc2c1 (centres undefined)	-10%	-7%
C=Cc1ccc(Cn2c(C)c(CNCCc3ccccc3C)c(C(=O)O)c2C)cc1	?	4%
Cc1cccc(NC(=O)CSc2nc(-c3cccc(C)c3)nc3c2Cc2c(CO)cnc(C)c2O3)c1	14%	-6%
Cc1cccc(CNC(=O)c2ccc(N3Cc4ccccc4Oc4ncccc43)s2)c1	-7%	2%
Cc1cccc(Nc2nc(C)nc(N)c2S(=O)(=O)c2ccccc2)c1	-16%	-12%
CCOC(=O)N1CCc2c(sc3c2c(=O)n(CCc2ccccc2)c(=O)n3Cc2cc(C)ccc2C)C1	-4%	-9%
CCOC(=O)c1sc(NC(=O)c2nc3nc(C)cc(C(F)F)n3n2)c(C(=O)OC)c1C	1%	-7%
Cc1ccc(C)c(N2CCN(CCCNC(=O)c3ccc4nc(CCc5ccccc5)oc4c3)CC2)c1	2%	-4%
Cc1ccccc1OCC(=O)Nc1ccc2nc(SCCOc3ccccc3)sc2c1	3%	-17%
COc1ccc(CNC(=O)Cn2c(=O)n3nc(-c4cccc(F)c4)nc3c3ccccc32)cc1OC	-6%	-13%
Cc1cc(N2CCC(C)CC2)nc2ccc(NC(=O)Cc3ccccc3Br)cc12	8%	-17%
CCOC(=O)c1ccc(NC(=O)CCc2nc3cccnc3n2Cc2cccs2)cc1	23%	2%
Cc1ccc(Cn2c(SCC(=O)NCc3ccccc3Cl)nc3ccsc3c2=O)cc1	-12%	-16%
CCOC(=O)c1cc(NC(=O)c2ccccc2)c(=O)n2c1oc1ccc(Cl)cc12	5%	-8%
COC(=O)CN1C(=O)CSc2ccc(S(=O)(=O)Nc3cccc(Cl)c3C)cc21	0%	-35%
N#C/C(=C\c1ccc(Cl)cc1)c1nc2ccccc2[nH]1	44%	-12%
CCc1ccccc1NC(=O)C(=O)NCC(c1cccnc1)N1CCc2ccccc21 (centres undefined)	22%	16%
CCOC(=O)C1(C)C=C(Nc2cccc(C)c2)C(=O)N1c1ccccc1 (centres undefined)	-18%	-7%
Cc1ccccc1CN1C(=O)c2ccccc2Sc2ccc(C(=O)NC3CCCCC3)cc21	-10%	0%
O=c1c2sc3ccccc3c2n(Cc2ccc(F)cc2)c(=O)n1Cc1ccco1	-21%	-13%
Nc1nonc1C(=O)NCCNCc1cccc(Cl)c1Cl	-1%	-7%
Cc1ccc(N(Cc2cccs2)C(=O)c2ccccc2)cc1	?	12%
Cc1ccc(Nc2c(-c3ccsc3)nc3cccc(C)n23)cc1	-3%	-20%
CCCCn1c(SCc2ccccc2C)nc2ccsc2c1=O	8%	-4%
COc1ccc(-c2noc(CC(=O)N(C)c3cc(Cl)c(OC)cc3OC)n2)cc1	31%	7%
